hcGAS inh – Primary biochemical luminescence assay for human cyclic GMP-AMP synthase inhibitors; 290,000 tested, 0.081% active; recombinant h-cGAS, ATP depletion, Kinase-Glo luminescence; inhibition, % at 12.5 µM; Q8N884;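 note: 0% = vehicle reaction and 100% = reaction without DNA for no activity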
Target sequence (Q8N884 whole entry, looked up): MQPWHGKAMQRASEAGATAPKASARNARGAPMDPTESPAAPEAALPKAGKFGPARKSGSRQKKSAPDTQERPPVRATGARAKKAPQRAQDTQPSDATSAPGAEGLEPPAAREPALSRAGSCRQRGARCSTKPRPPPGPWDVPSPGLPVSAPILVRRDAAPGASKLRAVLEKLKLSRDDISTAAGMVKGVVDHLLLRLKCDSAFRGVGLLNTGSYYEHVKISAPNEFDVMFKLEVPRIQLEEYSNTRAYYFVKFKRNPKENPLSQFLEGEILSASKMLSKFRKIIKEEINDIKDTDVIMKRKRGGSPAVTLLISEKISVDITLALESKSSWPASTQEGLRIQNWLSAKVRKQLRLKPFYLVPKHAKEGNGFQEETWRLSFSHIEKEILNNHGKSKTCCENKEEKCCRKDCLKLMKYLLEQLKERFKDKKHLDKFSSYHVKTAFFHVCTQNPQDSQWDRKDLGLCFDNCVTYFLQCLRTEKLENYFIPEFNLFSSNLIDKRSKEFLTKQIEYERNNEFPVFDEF
mcGAS lum – cyclic GMP-AMP synthase inhibitors, mouse, primary biochemical chemiluminescence; 160,000 tested, 0.15% active; Q8C6L5; recombinant cGAS, Kinase-Glo ATP depletion luminescence; inhibition, % at 12.5 µM;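 note: 0% = negative control wells and 100% = reference inhibitor with no enzyme activity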
NPYLR7 agonist – agonists of mosquito NPYLR7 receptor, primary screen, cell-based, Aedes aegypti, calcium fluorescence, mosquito biting behavior | 270,000 tested, 0.15% active | HEK293T NPYLR7/Galpha15, GCaMP6s calcium fluorescence | activation, % at 10 µM | Aedes aegypti neuropeptide Y-like receptor 7 (NPYLR7); in the data active = activation above about 40%;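 note: 0% = vehicle and 100% = reference agonist at the receptor; some compounds past the cut are filed as inactive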
Numbers without * were called inactive; · = no result given. Cut-off read from the data, not from the text of the source, unless noted: active = inhibition above about 40%; inactive = the rest. No enrichment for hits; 0.27% or so of the library scored in one or more.

SMILES | hcGAS inh | mcGAS lum | NPYLR7 agonist
CCOC(=O)C1(CCc2ccccc2)CCCN(C(=O)c2cnccn2)C1 (stereo unspecified) | -1 | -9 | 8
Cc1cc(Nc2nc3c(c(=O)n(C)c(=O)n3C)n2C)n(-c2ccc(Cl)cc2)n1 | -3 | -5 | -4
COCCCN(Cc1ccccc1F)CC(O)Cc1ccccc1 (stereo unspecified) | -3 | 0 | -22
CN(C)c1nc(Oc2ccc(=O)n(C)n2)nc(N2CCCCC2)n1 | -6 | · | 2
COc1ccccc1-n1c(=O)[nH]c2c(C(N)=O)nc(-c3ccc(C)o3)nc21 | -7 | -7 | 1
O=C1c2ccccc2C2(c3ccccc3)OC12c1ccccc1 (stereo unspecified) | -4 | · | -6
O=C(CN1CN(c2ccccc2)C2(CCN(S(=O)(=O)c3ccc(Cl)c([N+](=O)[O-])c3)CC2)C1=O)N1CCCC1 | -1 | 2 | -4
CC(=O)c1cc(CC(=O)NCc2ccc(C)s2)cs1 | -8 | · | -2
CC(C)C(=O)OCC(=O)c1c(N)n(C)c(=O)n(C)c1=O | 2 | · | 2
O=C(C1=CCCC1)N1CCC(C2(c3cccnc3)NC(=O)N(CCc3cccs3)C2=O)CC1 (stereo unspecified) | -8 | -25 | 8
O=C(c1ccc2cccnc2n1)N1CC[C@@H](c2ccc3c(c2)OCO3)[C@H](O)C1 | -2 | -16 | 4
Cc1ccccc1-c1nc2scc(CCN)n2n1 | -4 | · | 2
CCn1ncc(C(=O)NCc2cncn2CC(C)C)c1C | -4 | · | -5
CC(C)NC(=O)Cn1c(=O)n(-c2cccc(F)c2)c(=O)c2ccccc21 | -3 | -10 | ·
CC(C)(NC(=O)Nc1ccc(C(F)(F)F)cc1)c1ccccc1 | -4 | · | 5
COc1cc(C=C2N=C(c3ccc(OC(F)F)cc3)OC2=O)cc(Cl)c1OC | -6 | · | 1
O=C(Nc1cccc(Cl)c1)C(C1CCCC1)N1CCN(C(=O)c2cccc([N+](=O)[O-])c2)CC1 (stereo unspecified) | -6 | -6 | -1
Cc1cccc(CNC(=O)c2sc(=O)n(Cc3cccc(F)c3)c2C)c1 | -5 | · | 13
CCOC(=O)C1=C(C)N=c2s/c(=C/c3cccc([N+](=O)[O-])c3)c(=O)n2C1c1ccc(OC(C)=O)cc1 (stereo unspecified) | 1 | 2 | -3
COc1cccc(C(C#N)NC(=O)c2nccc3ccccc23)c1OC (stereo unspecified) | -12 | · | 0
NC(=O)c1ccc(NC(=O)N2CCC(Cc3ccccc3)C2)cc1 (stereo unspecified) | -4 | · | 6
Cc1ccccc1C1=NOC(CN(Cc2ccc(F)cc2)C(=O)C2CC2)C1 (stereo unspecified) | -5 | -5 | 12
CCCCN(Cc1cccn1Cc1ccc(Br)cc1)C(=O)CN(C(=O)C1C[C@H]1c1ccccc1)C(C)C (stereo partly specified) | -4 | -5 | -6
O=C(c1ccc([N+](=O)[O-])cc1)N1CCCC(OCc2ccc(Br)cc2)C1 (stereo unspecified) | 5 | · | -3

Profiles, looked up by structure.
O=C(C1=CCCC1)N1CCC(C2(c3cccnc3)NC(=O)N(CCc3cccs3)C2=O)CC1 (stereo unspecified) in the list: hcGAS inh: -8; mcGAS lum: -25; NPYLR7 agonist: 8
CC(C)NC(=O)Cn1c(=O)n(-c2cccc(F)c2)c(=O)c2ccccc21 in the list: hcGAS inh: -3; mcGAS lum: -10; NPYLR7 agonist: ·
O=C(Nc1cccc(Cl)c1)C(C1CCCC1)N1CCN(C(=O)c2cccc([N+](=O)[O-])c2)CC1 (stereo unspecified) in the list: hcGAS inh: -6; mcGAS lum: -6; NPYLR7 agonist: -1

Remaining list, next part
SMILES | hcGAS inh | mcGAS lum | NPYLR7 agonist
CCN(CC)C(=O)Oc1ccc2c(ccn2Cc2ccc(Br)cc2)c1-c1ccc(OC)cc1 | -1 | -1 | -11
c1ccc(-n2nnnc2N2CCCC2c2cccs2)cc1 (stereo unspecified) | 0 | · | -1
Cc1oc(-c2ccc(Cl)cc2)nc1CN1CCCC(C(=O)N2CCOCC2)C1 (stereo unspecified) | -10 | -9 | 14
S=c1nc(-c2ccncc2)[nH][nH]1 | -4 | · | 3
CC(c1ccccn1)N(C)Cc1cnc(S(C)(=O)=O)n1Cc1ccccc1F (stereo unspecified) | 0 | · | 6
O=C(COc1ccccc1)N1C[C@@H]2C[C@H](C1)c1ccc(NS(=O)(=O)Cc3ccccc3)c(=O)n1C2 | -5 | -4 | -9
CN1CCN(c2ncccc2CNC(=O)c2ccc3cccnc3n2)CC1 | -5 | · | -4
O=C(NN=Cc1ccc(Cl)c(Cl)c1)c1cccs1 | -6 | -7 | -5
COc1ccc(NC(=O)Cn2c(=O)n(Cc3ccco3)c(=O)c3sc4ccccc4c32)c(OC)c1 | -6 | -8 | 1
CCOC(=O)N1CCN(c2ccc([N+](=O)[O-])cc2Cl)CC1 | -3 | · | 4
COc1ccc(N2CCN(c3cc(C(=O)NCCSC)c4ccccc4n3)CC2)cc1 | -8 | -5 | 13
S=c1[nH]nc2sc3ccccc3n12 | 22 | 3 | 2
C#CCN(C(=O)c1cc(=O)[nH]c2cc(F)ccc12)C1CCCCC1 | -3 | · | 9
O=C(NCc1ccc(C(=O)N2CCCCC2)cc1)C1CC2(CCNCC2)CN1 (stereo unspecified) | -6 | · | 9
c1ccc(-c2nn(-c3ccccc3)cc2CN2CCCC(N3CCCC3)C2)cc1 (stereo unspecified) | -3 | · | 0
CCNC(=O)C1(C)CCCN(Cc2cccs2)C1 (stereo unspecified) | -14 | · | 0
CNc1cc(-c2cccc(OC)c2)ncn1 | -20 | · | 2
COc1cc(CN(CCC(C)C)CC(O)COc2ccccc2)cc(OC)c1 (stereo unspecified) | -5 | -6 | 28
COc1ccc(CCC2CCCN(C(=O)CSc3ncn[nH]3)C2)cc1 (stereo unspecified) | -6 | -14 | 6
COc1ccc(-c2csc(N(CC(=O)N3CCOCC3)c3ccccc3Cl)n2)cc1 | -7 | -6 | ·
Cc1cc(C)c2oc(-c3ccc(C)c(NC(=O)c4cccc(F)c4)c3)nc2c1 | -1 | · | 6
COc1ccc(C=C2N=C(c3cccc(Cl)c3)OC2=O)c(OC)c1OC | -3 | · | -6
CC(=O)Nc1ccc(NC(=O)CSc2nc(=O)n3ccccc3n2)cc1 | -9 | -8 | 6
COc1ccccc1C(=O)Nc1nc2ncccc2cc1-c1ccccc1 | 2 | 1 | -3

Filtered by structure, the compounds so far containing a furan ring, fused or not (2)
SMILES | hcGAS inh | mcGAS lum | NPYLR7 agonist
COc1ccccc1-n1c(=O)[nH]c2c(C(N)=O)nc(-c3ccc(C)o3)nc21 | -7 | -7 | 1
COc1ccc(NC(=O)Cn2c(=O)n(Cc3ccco3)c(=O)c3sc4ccccc4c32)c(OC)c1 | -6 | -8 | 1

Continued.
SMILES | hcGAS inh | mcGAS lum | NPYLR7 agonist
NC(=O)c1cc(C(N)=O)c(C(N)=O)nc1C(N)=O | 4 | · | -2
Cc1cc(=O)[nH]c(SC(C)C(=O)N2CCc3c(ncnc3N(C)C)C2)n1 (stereo unspecified) | 2 | -11 | 6
O=C(O)C1(n2cnnn2)CCCCC1 | 4 | -4 | ·
O=C(NCC1COc2ccccc2O1)c1ccc2c(c1)CCC2 (stereo unspecified) | -8 | · | -8
COc1ccc(OCCN(C)Cc2cc(C#N)ccc2F)cc1 | 4 | · | 4
O=C1NCC2(CCCN(Cc3ccc4ccccc4n3)CC2)O1 (stereo unspecified) | -5 | · | -3
CC(=O)c1ccc2c(c1)N(Cc1ccccc1C)C(=O)C(C)S2 (stereo unspecified) | 6 | · | 0
CC1(C(=O)NS(=O)(=O)c2ccccc2)CCN1C(=O)Cc1ccc(-c2ccccc2)cc1 (stereo unspecified) | -5 | · | -1
CCNC(=O)N1CCC(NC(=O)NCC2CC2c2ccccc2)C1 (stereo unspecified) | -8 | -14 | -1
CCNC(=O)N(CCN1CCCC1)CC(=O)N(Cc1ccc2c(c1)OCO2)Cc1sccc1C | -6 | -4 | -2
COc1cc(Cl)cc(C(=O)N2CCN3CCN(C)CC3C2)c1 (stereo unspecified) | -4 | · | 6
CC1(NC(N)=O)CCS(=O)(=O)C1 (stereo unspecified) | -5 | · | 17
CCn1cc(S(=O)(=O)N2CCC(C3CCN(C(C)=O)CC3)C2)cn1 (stereo unspecified) | -1 | -1 | ·
Nc1nn(S(=O)(=O)c2ccc([N+](=O)[O-])cc2)cc1-c1ccc(Br)cc1 | -9 | · | 5
O=C(CN(C(=O)C1CCCC1)C1CC1)N(CCc1c[nH]c2ccccc12)Cc1ccc(Cl)cc1 | 3 | -2 | 2
Cc1ccc(NC(=O)CC(=O)N2CCN(CC(C)C)CC2)cc1 | -4 | -17 | -3
CCc1cc(CN2CCOc3c(O)cc(-c4cccc(Cl)c4)cc3C2)[nH]n1 | -2 | -15 | 16
Cc1c(C)n2c3c(=O)n(C)c(=O)n(C)c3nc2n1CCNc1cccc(Cl)c1 | -3 | · | 2
Cc1cccc(COn2c(=O)c[n+]([O-])c3ccccc32)c1 | -4 | -5 | -1
CCN(CC)C(=O)Oc1ccc2c(ccn2Cc2cc(C(F)(F)F)cc(Cl)c2F)c1-c1ccc(OC)c(OC)c1 | 3 | -4 | 10
N#Cc1c(NC(=O)c2ccc(Cl)c([N+](=O)[O-])c2)sc2c1CCC2 | -7 | -6 | -4
O=C1CCCN1CCCNc1ncc(F)c(N2CCOCC2)n1 | -2 | · | 1
COc1ccc(N2CCn3c2nnc(C(=O)NCCO)c3=O)cc1 | -11 | -8 | 1
COc1ccc(C(=O)N2CCN(Cc3ccc(-c4ccn[nH]4)s3)CC2)cc1 | -5 | -10 | 2
OC(c1ccccc1)c1nccn1C(F)(F)C(F)F (stereo unspecified) | 0 | · | 9
CNCC(=O)NC(c1cccc(C)c1)c1cccs1 (stereo unspecified) | -7 | -14 | 2
COCCNC(=O)c1ccccc1N1CCC(NS(=O)(=O)c2ccc(C)cc2)CC1 | 2 | 0 | 24
CN1CCN(CC(C)(C)CN2CCOCC2)CC1c1ccccc1 (stereo unspecified) | -9 | -6 | ·
CC(=O)OC1CCC23CC1(C)CCC2C(C)(C)CC3OC(C)=O (stereo unspecified) | -4 | · | -3
CCOC(=NC(C)CC)NC(=O)c1ccco1 (stereo unspecified) | -4 | -3 | 8
CSc1ccc(CN2C(=O)C(C)Oc3ccc(C#N)cc32)cc1 (stereo unspecified) | -2 | · | 6
Cc1ccc(C)c(-n2c(C)c(C)n3c4c(=O)n(C)c(=O)n(C)c4nc23)c1 | -12 | · | 14
CCCc1ccc(-c2cc(N)n(CCO)n2)cc1 | -6 | · | 1
CCOC(=O)CCC(=O)Nc1nnc(SCc2cc(OC)cc(OC)c2)s1 | -8 | -4 | 26
CCn1c(C)cc(C)c(C(=O)Nc2ccc(NC(=O)CC(C)C)c(OC)c2)c1=O | -4 | -13 | 3
CC1=C(C(=O)OC(C)C)C(c2ccc(C(C)C)cc2)N2C(=O)C(C)SC2=N1 (stereo unspecified) | 4 | · | 11
CCC1CN(C(=O)CNS(C)(=O)=O)CCC(=O)N1Cc1ccccc1 (stereo unspecified) | -7 | -14 | -2
Cc1ccc(-n2ccnc2N2CCN(C(=O)c3cc(=O)c4ccccc4o3)CC2)cc1 | -7 | -8 | 2
CCOc1ccc(-n2c(=O)c3ccc(Cl)cc3n(CC(=O)N3CCCC3)c2=O)cc1 | 2 | 0 | -13
FC(F)(F)CN1CCC(NC(=S)NC2CC3CCC2C3)C1 (stereo unspecified) | -10 | -16 | -2
CCCC(C)c1nc(N2CCN(C(=O)NC3CCCCC3)CC2)c2c(C)nn(-c3ccc(F)cc3)c2n1 (stereo unspecified) | 0 | 5 | 5
CN1CCN(C(=O)c2nccnc2N)c2cc(F)ccc21 | -7 | · | 6
O=C(O)CC1Sc2nnc(C3CC3)n2N=C1c1cccs1 (stereo unspecified) | -3 | -4 | -2
Cc1nn(-c2ccccc2)c2nc(Cc3ccccc3)nc(N3CCCN(C(=O)Nc4ccccc4F)CC3)c12 | 1 | -1 | ·
O=C(NNS(=O)(=O)Cc1cccc(F)c1)c1ccccc1F | 5 | · | 0
CCS(=O)(=O)c1ncc(CN2CCN(C(C)=O)CC2)n1CCc1ccccc1 | -11 | · | 14
O=C1CC2(CCCC2)C(=O)N1CN1CCN(S(=O)(=O)c2ccc(Cl)s2)CC1 | -9 | · | 10
COc1ccc(OC2CCN(C3CCCC3)CC2)c(C(=O)NCc2csc(C)n2)c1 | -10 | · | 7
N#C/C(=C/c1ccccc1C(F)(F)F)c1ccccn1 | -3 | · | 0
C=CCN(CC=C)C(=O)CC1C(=O)NCCN1Cc1ccc(Cl)c(F)c1 (stereo unspecified) | -1 | · | 1
c1ccc(Nc2nc3ccccc3n3cnnc23)cc1 | -9 | · | 5

3 structures already listed, sorted by number of heavy atoms, smallest number first.
SMILES | hcGAS inh | mcGAS lum | NPYLR7 agonist
CNCC(=O)NC(c1cccc(C)c1)c1cccs1 (stereo unspecified) | -7 | -14 | 2
CC(c1ccccn1)N(C)Cc1cnc(S(C)(=O)=O)n1Cc1ccccc1F (stereo unspecified) | 0 | · | 6
CCCCN(Cc1cccn1Cc1ccc(Br)cc1)C(=O)CN(C(=O)C1C[C@H]1c1ccccc1)C(C)C (stereo partly specified) | -4 | -5 | -6

Screening data: PubChem, Fisher Drug Discovery Resource Center
